Source: PubChem BioAssay
All columns: NCI-60 one-dose screen, growth in % after 48 h at 10 µM unless noted; 100 = growth as untreated, 0 = no growth, -100 = all killed.
SW-620: SW-620 colon cancer; 82,000 compounds, 5.2% hits
HCC-2998: HCC-2998 colon cancer; 79,000 compounds, 4.7% hits
OVCAR-8: OVCAR-8 ovarian cancer; AID 1794782; 81,000 compounds, 4.4% hits
OVCAR-3: OVCAR-3 ovarian cancer; 79,000 compounds, 7% hits; AID 1794787
OVCAR-4: OVCAR-4 ovarian cancer cells. 80,000 compounds, 3.7% hits. AID 1794784
KM12: KM12 colon cancer cells; 82,000 compounds, 5% hits; AID 1794800
PC-3: PC-3 prostate cancer cells. 80,000 compounds, 3.9% hits. AID 1794754
OVCAR-5: OVCAR-5 ovarian cancer. 82,000 compounds, 2.9% hits. AID 1794783
DU-145: DU-145 prostate cancer; AID 1794760; 81,000 compounds, 4.2% hits
* hit, by the source's call. How the source made its calls: active means growth percent below 10; inactive means the rest.

How did CC(=O)OCCc1ccc(CCc2ccccc2)cc1 do in these assays?
SW-620: 111; OVCAR-8: 115; OVCAR-3: 112; OVCAR-4: 108; KM12: 102; PC-3: 90; OVCAR-5: 100; DU-145: 119

Results for CC(C)C(C#N)(C(=O)O)C(C)C ?
SW-620: 104; HCC-2998: 103; OVCAR-8: 102; OVCAR-3: 115; OVCAR-4: 107; KM12: 103; PC-3: 100; OVCAR-5: 112; DU-145: 115

Results for COc1cc2oc(-c3cccc(NC(=O)[C@H](C)N)c3)cc(=O)c2c(OC)c1OC ?
SW-620: 99; HCC-2998: 116; OVCAR-8: 104; OVCAR-3: 103; OVCAR-4: 99; KM12: 96; PC-3: 103; OVCAR-5: 101; DU-145: 102

Results for CNc1ccccc1C(=O)N/N=C/C=C/c1ccccc1 ?
SW-620: 20; HCC-2998: 42; OVCAR-8: 6.6*; OVCAR-3: -24*; OVCAR-4: 86; KM12: 22; PC-3: 19; OVCAR-5: 47; DU-145: 15

How did BrCc1c(CBr)c(CBr)c(CBr)c(CBr)c1CBr do in these assays?
SW-620: 109; HCC-2998: 105; OVCAR-8: 116; OVCAR-3: 140; OVCAR-4: 127; KM12: 111; PC-3: 112; OVCAR-5: 114; DU-145: 118

How did SCCNCc1ccccn1 do in these assays?
HCC-2998: 100; OVCAR-8: 111; OVCAR-3: 113; OVCAR-4: 109; KM12: 105; PC-3: 119; OVCAR-5: 96; DU-145: 114

What do the screens show for `Cc1ccc(-c2nn3c(-c4ccccc4)nnc3o2)cc1`?
SW-620: 128; HCC-2998: 114; OVCAR-8: 110; OVCAR-3: 114; OVCAR-4: 113; KM12: 106; PC-3: 109; OVCAR-5: 114; DU-145: 111

Results for CN1C(=O)c2ccc(NC(=O)COc3cccc4ccccc34)cc2C1=O ?
SW-620: 105; HCC-2998: 110; OVCAR-8: 106; OVCAR-3: 108; OVCAR-4: 127; KM12: 103; PC-3: 94; OVCAR-5: 74; DU-145: 112

How did CC(=O)OCC1OC(n2c(Br)nc3c(=O)[nH]c(N)nc32)C(OC(C)=O)C1OC(C)=O (stereo not drawn) do in these assays?
SW-620: 110; HCC-2998: 95; OVCAR-8: 98; OVCAR-3: 124; KM12: 110; PC-3: 104; OVCAR-5: 99; DU-145: 122

Results for F[Si]1(c2cccc(Br)c2)c2ccccc2-c2ccccc21 ?
SW-620: 82; HCC-2998: 100; OVCAR-8: 91; OVCAR-3: 98; OVCAR-4: 79; KM12: 97; PC-3: 87; OVCAR-5: 87; DU-145: 98

How did CC(=O)c1cc(C(=O)c2ccc3c(c2)Sc2ccccc2N3)n2ccccc12 do in these assays?
SW-620: 24; OVCAR-8: 6.5*; OVCAR-3: -17*; OVCAR-4: 41; KM12: 9.9*; PC-3: 22; OVCAR-5: 68; DU-145: 1.9*

What do the screens show for `CCOC(=O)Nc1ccc2c(c1)/C(=N/O)c1ccccc1-2`?
SW-620: 92; HCC-2998: 72; OVCAR-8: 94; OVCAR-3: 65; OVCAR-4: 80; KM12: 56; PC-3: 74; OVCAR-5: 98; DU-145: 95

Results for CS(=O)(=O)c1ccc(-c2nc3ccccn3c2/C=N/NC(=S)Nc2ccc(Cl)cc2)cc1 ?
SW-620: 106; HCC-2998: 97; OVCAR-8: 100; OVCAR-3: 109; OVCAR-4: 101; KM12: 97; PC-3: 103; OVCAR-5: 99; DU-145: 101

What do the screens show for `OC1CCCN(Cc2ccccc2)C1` (stereo not drawn)?
SW-620: 107; HCC-2998: 116; OVCAR-8: 105; OVCAR-3: 113; OVCAR-4: 129; KM12: 107; PC-3: 97; OVCAR-5: 108; DU-145: 121

How did O=c1cc(CO)[nH]c(=O)[nH]1 do in these assays?
SW-620: 100; HCC-2998: 99; OVCAR-8: 101; OVCAR-3: 107; OVCAR-4: 107; KM12: 104; PC-3: 93; OVCAR-5: 100; DU-145: 113

What do the screens show for `CN(C)c1ccc(N(C)C)c(C(O)(c2ccccc2)c2ccccc2)c1`?
SW-620: 87; HCC-2998: 92; OVCAR-8: 80; OVCAR-3: 107; OVCAR-4: 95; KM12: 101; PC-3: 70; OVCAR-5: 102; DU-145: 124

What do the screens show for `CCOC(=O)c1c(C)nc2[nH]n(-c3ccccc3)c(=O)c2c1-c1ccc(OC)cc1`?
SW-620: 100; HCC-2998: 110; OVCAR-8: 103; OVCAR-3: 112; OVCAR-4: 106; KM12: 96; PC-3: 86; OVCAR-5: 100; DU-145: 106

Results for CCN(CC)CCN1C(=O)c2c(c(C)c3c(oc4ccc(O)cc43)c2C)C1=O ?
SW-620: 2.5*; HCC-2998: 23; OVCAR-8: -5.2*; OVCAR-3: -68*; OVCAR-4: 15; KM12: 32; PC-3: 50; OVCAR-5: 98; DU-145: 0.1*

How did O=C(CSc1nccc(Nc2ccc(S(=O)(=O)Nc3ccccn3)cc2)n1)c1ccc(Cl)cc1 do in these assays?
SW-620: 105; HCC-2998: 106; OVCAR-8: 84; OVCAR-3: 96; OVCAR-4: 80; KM12: 98; PC-3: 84; OVCAR-5: 111; DU-145: 103

What do the screens show for `O=S(=O)(NCCCNc1nccc(-c2c(-c3cccc(F)c3)nc3sccn23)n1)c1ccc(Br)cc1`?
SW-620: 78; HCC-2998: 97; OVCAR-8: 28; OVCAR-3: 58; OVCAR-4: 34; KM12: 47; PC-3: 41; OVCAR-5: 110; DU-145: 62

Results for CN(C)c1ccc(C(O)c2cc3ccccc3s2)cc1 (stereo not drawn) ?
SW-620: 99; HCC-2998: 55; OVCAR-8: 95; OVCAR-3: 94; OVCAR-4: 95; KM12: 75; PC-3: 66; OVCAR-5: 90; DU-145: 107

Results for COc1ccc(-c2nnc(COc3ccc(NC(=O)c4cccc(C(F)(F)F)c4)cc3F)o2)cc1 ?
SW-620: 92; HCC-2998: 92; OVCAR-8: 88; OVCAR-3: 95; KM12: 73; PC-3: 82; OVCAR-5: 100; DU-145: 94

How did FC(F)(F)C(c1ccc(Cl)cc1)c1ccc(Cl)cc1 do in these assays?
SW-620: 106; HCC-2998: 114; OVCAR-8: 106; OVCAR-3: 119; OVCAR-4: 105; KM12: 108; PC-3: 100; OVCAR-5: 108; DU-145: 109

What do the screens show for `Cc1ccc(S(=O)(=O)N(CC[C@@H]2C[C@H]2c2cc3ccccc3o2)S(=O)(=O)c2ccc(C)cc2)cc1`?
SW-620: 95; HCC-2998: 100; OVCAR-8: 97; OVCAR-3: 108; OVCAR-4: 77; KM12: 103; PC-3: 87; OVCAR-5: 98; DU-145: 99

What do the screens show for `CCS(=O)(=O)Oc1ccc(C(=O)CC2(O)C(=O)Nc3ccccc32)cc1` (stereo not drawn)?
SW-620: 102; HCC-2998: 97; OVCAR-8: 100; OVCAR-4: 106; KM12: 107; PC-3: 89; OVCAR-5: 108; DU-145: 113

How did C[N+](C)(C)CCOC(=O)c1ccc(OCc2ccccc2)cc1 do in these assays?
SW-620: 103; HCC-2998: 113; OVCAR-8: 104; OVCAR-3: 111; OVCAR-4: 108; KM12: 107; PC-3: 104; OVCAR-5: 108; DU-145: 109

Results for CN1C(=O)N(C)C2C1NC(=O)N2CC1(CC(=O)O)CCCCC1 (stereo not drawn) ?
SW-620: 97; HCC-2998: 105; OVCAR-8: 108; OVCAR-3: 119; OVCAR-4: 106; KM12: 107; PC-3: 109; OVCAR-5: 106; DU-145: 117

Results for Cc1ccc(S(=O)(=O)Oc2cc(OS(=O)(=O)c3ccc(C)cc3)cc(OS(=O)(=O)c3ccc(C)cc3)c2)cc1 ?
SW-620: 92; HCC-2998: 139; OVCAR-8: 107; OVCAR-3: 96; OVCAR-4: 93; KM12: 123; PC-3: 87; OVCAR-5: 105; DU-145: 108

How did O=c1[nH]c2c3ccncc3cc(-c3cccc(Cl)c3)c2c2cnccc12 do in these assays?
SW-620: 58; HCC-2998: 62; OVCAR-8: 40; OVCAR-3: -23*; OVCAR-4: -8.3*; KM12: 35; PC-3: 42; OVCAR-5: 68; DU-145: 39

What do the screens show for `O=[N+]([O-])c1ccc(N=Nc2ccc(O)c3ccccc23)cc1`?
SW-620: 34; OVCAR-8: 11; OVCAR-3: -0.9*; OVCAR-4: 40; KM12: 33; PC-3: 15; OVCAR-5: 124; DU-145: 67

How did Cc1cc(N2CCC(C)CC2)nc(N2CCN(CC(=O)Nc3ccc4c(ccn4C)c3)CC2)n1 do in these assays?
SW-620: 93; HCC-2998: 114; OVCAR-8: 89; OVCAR-3: 101; OVCAR-4: 83; KM12: 92; PC-3: 74; OVCAR-5: 85; DU-145: 102

What do the screens show for `C=CCOC(=O)c1ccccc1O`?
SW-620: 105; HCC-2998: 94; OVCAR-8: 105; OVCAR-3: 91; OVCAR-4: 98; KM12: 97; PC-3: 119; OVCAR-5: 106; DU-145: 147

What do the screens show for `CC1=Nc2c(C#N)c(-c3cc(=N)oc4ccc(Br)cc34)nn2C1=O`?
SW-620: 105; HCC-2998: 113; OVCAR-8: 108; OVCAR-3: 110; OVCAR-4: 111; KM12: 104; PC-3: 105; OVCAR-5: 112; DU-145: 112

Results for Cc1nc2ccccc2c(/C=C/c2ccc(Cl)cc2)c1C(=O)/C=C/c1ccc(Cl)cc1 ?
SW-620: -37*; HCC-2998: -75*; OVCAR-8: 5.4*; OVCAR-3: -71*; OVCAR-4: 1.0*; KM12: -38*; PC-3: -18*; OVCAR-5: -46*; DU-145: -71*

What do the screens show for `Cc1cccc(-c2cc(O)c(C(=O)N3CCOCC3)s2)c1`?
SW-620: 28; HCC-2998: 63; OVCAR-8: 46; OVCAR-3: 15; OVCAR-4: 77; KM12: 25; PC-3: 60; OVCAR-5: 92; DU-145: 60

Results for CC(=O)Nc1ccc(S(C)(=O)=O)cc1 ?
SW-620: 101; HCC-2998: 112; OVCAR-8: 100; OVCAR-3: 110; OVCAR-4: 108; KM12: 114; PC-3: 99; OVCAR-5: 112; DU-145: 110

Results for O=C(O)CC1(C(=O)O)CCCC1 ?
SW-620: 110; HCC-2998: 95; OVCAR-8: 102; OVCAR-3: 123; OVCAR-4: 102; KM12: 113; PC-3: 94; OVCAR-5: 110; DU-145: 125

Results for COC(=O)C1CCC(NNC(=O)c2ccncc2)=N1 (stereo not drawn) ?
SW-620: 109; HCC-2998: 100; OVCAR-8: 114; OVCAR-3: 99; OVCAR-4: 102; KM12: 90; PC-3: 108; OVCAR-5: 97; DU-145: 107

What do the screens show for `CCOC(=O)n1cc(C2=C(c3ccc(OC)c(OC)c3)COC2=O)c2ccccc21`?
SW-620: 27; HCC-2998: 19; OVCAR-8: 26; OVCAR-3: -43*; OVCAR-4: 35; KM12: 2.3*; PC-3: 12; OVCAR-5: 50; DU-145: -7.6*

Compounds shown so far that have bromine:
How did BrCc1c(CBr)c(CBr)c(CBr)c(CBr)c1CBr do in these assays?
SW-620: 109; HCC-2998: 105; OVCAR-8: 116; OVCAR-3: 140; OVCAR-4: 127; KM12: 111; PC-3: 112; OVCAR-5: 114; DU-145: 118

How did CC(=O)OCC1OC(n2c(Br)nc3c(=O)[nH]c(N)nc32)C(OC(C)=O)C1OC(C)=O (stereo not drawn) do in these assays?
SW-620: 110; HCC-2998: 95; OVCAR-8: 98; OVCAR-3: 124; KM12: 110; PC-3: 104; OVCAR-5: 99; DU-145: 122

Results for F[Si]1(c2cccc(Br)c2)c2ccccc2-c2ccccc21 ?
SW-620: 82; HCC-2998: 100; OVCAR-8: 91; OVCAR-3: 98; OVCAR-4: 79; KM12: 97; PC-3: 87; OVCAR-5: 87; DU-145: 98

What do the screens show for `O=S(=O)(NCCCNc1nccc(-c2c(-c3cccc(F)c3)nc3sccn23)n1)c1ccc(Br)cc1`?
SW-620: 78; HCC-2998: 97; OVCAR-8: 28; OVCAR-3: 58; OVCAR-4: 34; KM12: 47; PC-3: 41; OVCAR-5: 110; DU-145: 62

What do the screens show for `CC1=Nc2c(C#N)c(-c3cc(=N)oc4ccc(Br)cc34)nn2C1=O`?
SW-620: 105; HCC-2998: 113; OVCAR-8: 108; OVCAR-3: 110; OVCAR-4: 111; KM12: 104; PC-3: 105; OVCAR-5: 112; DU-145: 112
